# Source: PubChem (National Center for Advancing Translational Sciences (NCATS))
# Lipid storage S3: qHTS Assay for Lipid Storage Modulators in Drosophila S3 Cells; Drosophila S3 cells, BODIPY lipid droplet fluorescence, 18-24 h; cells fed with added oleic acid; Potency in µM for hits, for the others lipid storage change, negative = inhibition, % at the top dose, mostly 46.1 µM; 320,000 tested, 0.64% active; active means well fitted inhibition curve with a large enough effect in the signal ratio, with a control signal flat, not every such curve was filed as active; inconclusive means small, poorly fitted or top-dose-only effect, or effect the other way, or a change in a side signal; the % refers to the signal ratio
#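 Drosophila S3 cells got compounds at several concentrations plus oleic acid (400 uM solution). Laser-scanning cytometry with 488 nm excitation read lipid droplets at 500-530 nm and cells at 575-640 nm. Percent activity was relative to 20 uM Triacsin C.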
# Lipid storage S3 cell count max: also measured in Lipid storage S3; calls as there; cell number change, %; measured here: cell count max response;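 cells counted by Cell Tracker Red CMTPX staining in the red channel; peak over a dose series mostly up to 46.1 µM; percent activity relative to internal control wells on each plate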
# Numbers without * were called inactive; i = inactive; ? = inconclusive; / = not tested or not shown; [ ] = dose if it differs, or a comment. On the % scale 0 is the no-effect control and ±100 the full control effect; potency means the concentration at half of the fitted maximal effect.
SMILES,Lipid storage S3,Lipid storage S3 cell count max
O=C(CSc1nnnn1-c1ccc(O)cc1)Nc1cccc(S(=O)(=O)N2CCCC2)c1,i,17
CC(C)C1COC(c2cccn2Cc2ccccc2Cl)=N1 (stereo not drawn),-2%,-15
Cc1ccc(SCCC(=O)Nc2ccccc2C(=O)NC(C)C)cc1,-12%,-4
COc1ccc(CNC(=O)/C=C/C(=O)O)cc1OC,?,/
c1ccc(C(NCCNC(c2ccccc2)c2ccccc2)c2ccccc2)cc1,?,/
CCCCCc1nc2c(C#N)c(-c3ccc(Cl)cc3)ccn2n1,-20%,-10
COc1ccc(/C=N/N2CCOCC2)cc1Cn1nc(C)c([N+](=O)[O-])c1C,0%,0
COc1ccc2c(c1)cc1n2CCN=C1NCCO,?,/
COc1cc2c(cc1O)CC[n+]1cc3c(OC)c(OC)ccc3cc1-2,?,/
CN(C(=O)c1ccc2c(Cl)c3c(nc2c1)CCC3)c1ccccc1,?,/
COc1ccccc1C(=O)Nc1ccc(OCC(=O)N2C(C)CCCC2C)cc1 (stereo not drawn),-15%,2
O=C(CO/N=C/c1c(Cl)cccc1Cl)NNC(=O)c1cccc(Cl)c1,?,/
Cc1cc(C(=O)c2ccccc2)c(NC(=O)CCl)s1,-95%,-2
O=C(NCCCN1CCOCC1)C(=O)c1c[nH]c2ccccc12,-24%,6
Cc1ccc(NC(=O)C(=O)NNC(=O)c2cccs2)cc1,?,/
COc1ccccc1/C=N\Nc1ccccc1[N+](=O)[O-],?,/
CCOC(=O)c1ccc2nc(NC(=O)C(C)C)sc2c1,-11%,-6
O=C(O)c1cc(-c2ccco2)nn1-c1cccc(Cl)c1,?,/
O=C(CSc1ccc(Cl)cc1)NNC(=O)c1cccnc1,?,/
O=S(c1ccsc1)c1ccsc1,30%,/

# Some values from the list:
# Result for COc1ccccc1C(=O)Nc1ccc(OCC(=O)N2C(C)CCCC2C)cc1 (stereo not drawn) in Lipid storage S3: -15%
# Result for Cc1cc(C(=O)c2ccccc2)c(NC(=O)CCl)s1 in Lipid storage S3 cell count max: -2

# (list continues)
SMILES,Lipid storage S3,Lipid storage S3 cell count max
COc1ccc(C(C(=O)NC2CCCC2)N(CCCO)C(=O)c2snc(C(N)=O)c2N)cc1 (stereo not drawn),?,/
COc1ccc(C(=O)C2CCCN(Cc3cccn3-c3ccccn3)C2)c(OC)c1 (stereo not drawn),3%,-8
Cc1cc(NC(=O)c2ccccc2)ccc1NC(=O)c1ccccc1Cl,-5%,-5
CCCCOC(=O)Cn1c(=O)oc2ccc(C)cc21,0%,18
O=C(Nc1nc2ccccc2s1)c1ccc(F)cc1,?,/
C=CCNC(=O)COc1ccc(Oc2ccccc2)cc1,20%,1
CC(C)Sc1n[nH]c2nc3c(c(=O)n12)C1(CCCC1)Cc1ccccc1-3,4%,13
COCc1cc(N2CCCC2)nc(-c2ccccc2)n1,?,/
O=C(NCCCn1ccnc1)C(Cc1ccc([N+](=O)[O-])cc1)N1C(=O)c2ccccc2C1=O (stereo not drawn),0%,12
COc1ccccc1/C=C(/NC(=O)c1ccccc1)C(=O)NCCCn1ccnc1,?,/
Cc1cc(=O)n(CC(=O)NC2CC2)c2c1c(C)nn2-c1ccccc1,-15%,-3
Cc1cccc(NC(=S)NCc2ccc(F)cc2)c1,-9%,-15
CCn1c(CSCc2ccc(C)cc2)nnc1SCC(=O)NCc1ccccc1,21µM*,-15*
CC1CCN(C(C(=O)Nc2ccc3c(c2)OCO3)c2ccccc2)CC1 (stereo not drawn),3%[9.22 µM],-9
COc1ccc(N=Cc2[nH]c3ccccc3c2O)cc1,?,/
CCCc1nc2ccc(NC(C)=O)cc2c(=O)n1Cc1ccc(Cl)cc1,-3%,/
CN(C)c1ccc(NC(=O)Cn2ncn3c(cc4ccccc43)c2=O)cc1,?,/
O=C1CN(C(=O)COC(=O)C23CC4CC(CC(O)(C4)C2)C3)c2ccccc2N1,?,/
CCn1c(SCC(=O)NC2CCCCC2C)nnc1-c1ccc(OC)cc1 (stereo not drawn),?,/
Cc1nnc(SCC(=O)c2c(N)n(C)c(=O)n(C)c2=O)[nH]c1=O,2%,12
O=C(CSc1nnc2c(Cl)cc(C(F)(F)F)cn12)N(Cc1ccccc1)Cc1ccccc1,-1%,16
CN(C)C(=O)COn1c(SCC(=O)N(C)C)nc2ccccc2c1=O,-16%,-20
O=C(Nc1cccc2ncccc12)c1ccco1,?,/
CC(C#N)On1c(SC(C)C#N)nc2ccccc2c1=O (stereo not drawn),?,/
Cc1ccc2cccc(S(=O)(=O)N3CCN(c4cccc(Cl)c4)CC3)c2n1,i,/
CC(C)CCN(CC(=O)NC(C)(C)C)C(=O)C(=O)Nc1ccc2c(c1)OCCO2,-2%,-10
COc1ccc(NC(=O)Cc2c[nH]c3ccccc23)cc1S(=O)(=O)N1CCCCC1,23%,15
O=C(Cn1cc(C(F)(F)F)ccc1=O)N/N=C/c1cccc(Cl)c1Cl,?,/
CCCCC(C(=O)NC1CCCC1)N(Cc1ccco1)C(=O)Cn1nnc(-c2ccc(F)cc2)n1 (stereo not drawn),?,/
CC(C)n1nc(C(=O)Oc2cc(Cl)ccc2Cl)c2ccccc2c1=O,?,/
CCc1noc(C)c1C(=O)N(C)CC(=O)Nc1ccc(Br)cc1C,i,-6
COc1ccc(C)cc1S(=O)(=O)NC1CCCCCC1,?,/
O=C(Cn1cnc2c(oc3ccccc32)c1=O)N1CCN(c2ccccc2)CC1,11%,2
COc1ccc(OC)c(/C=N/NC(=O)c2[nH]ncc2Br)c1,-7%,-11
Cc1cccnc1NC(=O)c1ccc(S(=O)(=O)N2CCCCCC2)cc1,?,/
O=C1CC(c2ccccc2)CC2=C1C(c1ccccn1)Nc1ccccc1N2 (stereo not drawn),?,/
O=C(CN1CCc2ccccc2C1)NC1CCCC1,?,/
CCn1c(C)c(C)c2cc(C(=O)NCCCN3CCCC3)ccc21,?,/
CNc1c([N+](=O)[O-])cnn1-c1ccccc1F,-25%,-24
COc1cccc(CNCc2ccc(OC)cc2OC)c1,19%,13
O=C(Oc1ccc(F)cc1)N1CCOCC1,?,/
CC(C)(C)NC1=CC(=O)OC12CCCCC2,?,/
COc1cccc(N2CC(C)Cn3c2nc2c3c(=O)n(CCN3CCOCC3)c(=O)n2C)c1 (stereo not drawn),?,/
O=C(C1CCN(S(=O)(=O)c2cccc3nsnc23)CC1)N1CCc2ccccc2C1,?,/
O=C(c1ccc(-n2nc(C(F)(F)F)c3c2CCCC3)cc1)N1CCOCC1,?,/
O=C1C(C2=NC(c3ccccn3)C3C(=O)N(c4ccc(Cl)cc4Cl)C(=O)C23)=C(O)c2ccccc21 (stereo not drawn),?,/
CC(=O)c1ccc(N2CCN(S(=O)(=O)c3ccc4c(c3)NC(=O)CC(=O)N4)CC2)cc1,i,-11
CCCCCn1c(=NC(C)=O)c(C#N)cc2c(=O)n3ccccc3nc21,?,/
CC(=O)Nc1ccc(S(=O)(=O)NCC(C)NS(=O)(=O)c2ccc(NC(C)=O)cc2)cc1 (stereo not drawn),i,/
CCOC(=O)N1CCN(C(=O)CSCC(=O)Nc2nc(-c3ccc(C)cc3)cs2)CC1,i,10
CCOc1ccc(/C=C2\CCC(C3CCCC3)C2=O)cc1OC (stereo not drawn),?,/
CCC(=O)Nc1cccc(-c2cn3ccsc3n2)c1,?,/
COc1ccccc1CNS(=O)(=O)c1ccc(-n2cccn2)cc1,i,-13
C=CCn1c(SCC(=O)N2CCCCC2)nnc1-c1ccncc1,?,/
COc1ccc(OC)c(CN2CCN(C(=O)c3ccc(F)cc3)CC2)c1,?,/
COCCCNC(=O)c1cc(Sc2nnc(C)s2)nc2ccccc12,?,/
CCCCC1=CC2=C(c3ccco3)C(=O)C(C)(OC(=O)c3ccc(OC)cc3)C(=O)C2=CN1C1CCCCC1 (stereo not drawn),?,/
Cc1ccc(CN2CC(C(=O)N(Cc3nnc(-c4ccccc4Cl)o3)C3CC3)CC2=O)cc1 (stereo not drawn),?,/
CC(=O)NC(Cc1cccc(C)c1)C(=O)NC1CCN(S(=O)(=O)c2ccccc2)CC1 (stereo not drawn),i,10
CN=C(Nc1cc(C)nn1CCC#N)c1ccc(F)cc1,?,/

# Later entries:
SMILES,Lipid storage S3,Lipid storage S3 cell count max
CC(Oc1ccccc1)C(=O)NN1Cc2ccccc2C1=N (stereo not drawn),-3%,5
CCOc1ccc(C(F)(F)F)cc1NC(C)=O,?,/
O=C(Nc1ccc(F)cc1)C1CCN(C(=O)c2ccc([N+](=O)[O-])cc2)CC1,?,/
COc1ccc(NS(=O)(=O)c2ccc3c(c2)NC(=O)C(C)S3)cc1 (stereo not drawn),?,/
CC1Cc2ccccc2N1C(=O)CSc1nc2cc3c(cc2cc1C#N)OCO3 (stereo not drawn),i,19
CCN(CC)S(=O)(=O)c1ccc(C(=O)NCc2cccs2)cc1,?,/
COc1cc(C)ccc1OCCCOc1ccccc1Br,?,/
CCOc1cc(-c2noc(CCC(=O)NC3CCCCC3)n2)ccc1OC,?,/
O=C(Nc1cccnc1)c1ccc(Br)s1,?,/
Cc1ccc(C(=O)OCC(=O)Nc2ccc(N3CCOCC3)cc2)cc1,?,/
COc1ccc(CCNC(=O)CSC2=Nc3ccccc3C3=NC(C(C)C)C(=O)N23)cc1OC (stereo not drawn),12%,3
Cc1[nH]c2ccccc2c1C(=O)C(=O)N1CCN(C)CC1,?,/
CC(=O)N1N=C(c2cccc(NS(C)(=O)=O)c2)CC1c1ccc2c(c1)OCO2 (stereo not drawn),i,/
COc1cccc(C(=O)N2CCN(Cc3ccccn3)CC2)c1OC,17%,14
CCOC(=O)c1sc(=S)n(C)c1NC(=O)c1ccc(C(C)(C)C)cc1,?,/
COc1ccc(-c2cc3c(=O)n(CC(=O)NCCCN4CCC(N5CCCCC5)CC4)nc(C)n3n2)cc1,i,-13
O=c1cc(NCc2ccccc2)c2ccccc2o1,?,/
CC(C)(C)c1cc(-c2nc(N)nc(N)n2)cc(C(C)(C)C)c1,?,/
O=C(CNS(=O)(=O)c1ccc(Br)s1)N1CCC(N2CCCCC2)CC1,?,/
O=C(OCCN=C1NS(=O)(=O)c2ccccc21)C1CC(=O)N(c2ccc(Cl)cc2)C1 (stereo not drawn),?,/
COc1ccc(/C=C/C(=O)c2ccc(O)cc2)cc1COc1ccc(F)cc1,?,/
O=C(Nc1ccc2c(c1)OCO2)c1cc(Cl)ccn1,?,/
NC(=S)Nc1cccc(Cl)c1,-5%,1
Clc1cccc(-c2nc(-c3ccc(-c4nn[nH]n4)cc3)no2)c1,i,-3
O=C(NCCc1c[nH]c2ccccc12)OCCSS(=O)(=O)O,12%,-5
O=C1Nc2cc(C(=O)NCC3CCCO3)ccc2S/C1=C/c1ccccc1F (stereo not drawn),?,/
N=c1ccccn1CC(O)COc1ccccc1 (stereo not drawn),?,/
Cc1ccc(S(=O)(=O)N2CCN(C(=O)c3cccs3)CC2)c(C)c1,6%,0
COc1cccc(C(C(=O)NC2CCCCC2)N(C(=O)CNC(=O)c2ccco2)c2cccnc2)c1 (stereo not drawn),?,/
CN(CCCNC(=O)C1CCC(=O)N1Cc1ccccc1Cl)c1ccccc1 (stereo not drawn),-13%,-6
COc1cc(NC(=O)CCCl)cc(-n2cnnn2)c1,?,/
CN(Cc1ccccc1)C(=O)c1ccccc1NC(=O)C1=CSCCO1,?,/
COc1ccc(Cc2nc3ccc(C(=O)N(C)CCc4cnn(C)c4)cc3o2)cc1OC,?,/
NC(=O)c1c(NC(=O)Cc2ccccc2)sc2c1CCN(Cc1ccccc1)C2,?,/
O=C(CC1Nc2ccccc2NC1=O)Nc1ccc2c(c1)OCO2 (stereo not drawn),?,/
Cc1cc(NC(=O)CN2C(=O)NC(C)(c3ccc(Cl)cc3)C2=O)no1 (stereo not drawn),?,/
CCn1nnc(NC(=O)c2ccc(-c3ccc(Cl)cc3)o2)n1,i,/
C=CCN(C(=O)c1csnn1)C(C(=O)NC(C)(C)C)c1ccncc1 (stereo not drawn),0%,16
CCOCc1cnc(C)nc1NCC(=O)c1c(C)[nH]c2cc(C)ccc12,?,/
O=C(CN(CCc1ccccc1)C(=O)Cn1nnc(-c2cccs2)n1)NCc1ccco1,?,/
O=C(Nc1ccc(Cl)cc1)Nc1ccc2c(c1)OCO2,?,/
CCC1SC2=NC(C)=C(C(=O)OCCOC)C(/C=C/c3ccccc3OC)N2C1=O (stereo not drawn),?,/

# Entries shown so far containing fluorine (14):
SMILES,Lipid storage S3,Lipid storage S3 cell count max
O=C(Nc1nc2ccccc2s1)c1ccc(F)cc1,?,/
Cc1cccc(NC(=S)NCc2ccc(F)cc2)c1,-9%,-15
O=C(CSc1nnc2c(Cl)cc(C(F)(F)F)cn12)N(Cc1ccccc1)Cc1ccccc1,-1%,16
O=C(Cn1cc(C(F)(F)F)ccc1=O)N/N=C/c1cccc(Cl)c1Cl,?,/
CCCCC(C(=O)NC1CCCC1)N(Cc1ccco1)C(=O)Cn1nnc(-c2ccc(F)cc2)n1 (stereo not drawn),?,/
CNc1c([N+](=O)[O-])cnn1-c1ccccc1F,-25%,-24
O=C(Oc1ccc(F)cc1)N1CCOCC1,?,/
O=C(c1ccc(-n2nc(C(F)(F)F)c3c2CCCC3)cc1)N1CCOCC1,?,/
COc1ccc(OC)c(CN2CCN(C(=O)c3ccc(F)cc3)CC2)c1,?,/
CN=C(Nc1cc(C)nn1CCC#N)c1ccc(F)cc1,?,/
CCOc1ccc(C(F)(F)F)cc1NC(C)=O,?,/
O=C(Nc1ccc(F)cc1)C1CCN(C(=O)c2ccc([N+](=O)[O-])cc2)CC1,?,/
COc1ccc(/C=C/C(=O)c2ccc(O)cc2)cc1COc1ccc(F)cc1,?,/
O=C1Nc2cc(C(=O)NCC3CCCO3)ccc2S/C1=C/c1ccccc1F (stereo not drawn),?,/

# Only part of the results is shown; the hit share may differ from the screen's.
